From PubChem BioAssay
Pol kappa inh – qHTS for Inhibitors of Polymerase Kappa; DNA polymerase kappa (Homo sapiens), Q9UBT6; purified Pol kappa, fluorescent DNA synthesis assay, 10 min; Potency, µM (series often up to 107 µM), without a hit: top-dose activity, negative = inhibition, usual class: inhibitors; hit rate 0.53% among 400,000; further: potency means the concentration at half of the fitted maximal effect; on the % scale 0 is the no-effect control and ±100 the full control effect
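10 nM Pol kappa preincubated 15 min at room temperature with compounds, then reaction started with substrate at 50 nM final. Fluorescence read kinetically at 0 and 10 min; buffer-only wells served as negative control.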
Apoferritin bind – qHTS Assay for Identification of Novel General Anesthetics. Ferritin light chain (Equus caballus), P02791. apoferritin/1-aminoanthracene competitive binding, fluorescence. Potency, µM (doses to about 77.5 µM), for inactives: at the highest dose activity change, negative = displacement, most hits filed as inhibitors. hit rate 0.074% among 350,000. AID 485281, 2010; further: potency means the concentration at half of the fitted maximal effect; on the % scale 0 is the no-effect control and ±100 the full control effect; nearly all actives have a fitted effect of over 20% in size
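Apoferritin-based anesthetic binding model; compound displacement of fluorescent 1-AMA measured as endpoint fluorescence after 10 minutes at room temperature, scaled to free-ligand and complex controls.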
POLI inh – qHTS for Inhibitors of Polymerase Iota | DNA polymerase iota (Homo sapiens), Q9UNA4 | Pol iota fluorescent replication assay, 10 min | Potency, µM (top dose mostly 115 µM), for inactives: top-dose activity, negative = inhibition, usual class: inhibitors | hit rate 1% among 390,000; further: potency means the concentration at half of the fitted maximal effect
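Pol iota at 10 nM preincubated 15 min with compounds at room temperature; reaction started with fluorescent substrate, 50 nM final. Fluorescence read kinetically at 0 and 10 min; buffer-only wells as negative control.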
BLM helicase inh – qHTS Assay for Inhibitors of Bloom's syndrome helicase (BLM). hit rate 0.2% among 350,000. RecQ-like DNA helicase BLM (Homo sapiens), P54132. AID 2528, 2010. recombinant BLM DNA unwinding, fluorescence dequenching. Potency, µM (highest dose often 56.1 µM), for inactives: at the highest dose activity change, negative = inhibition, most hits filed as inhibitors;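 further: potency means the concentration at half of the fitted maximal effect; plate controls were vehicle for no effect and no enzyme for full effect; nearly all actives have a fitted effect of over 35% in size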
Target sequence (P54132 whole entry, looked up): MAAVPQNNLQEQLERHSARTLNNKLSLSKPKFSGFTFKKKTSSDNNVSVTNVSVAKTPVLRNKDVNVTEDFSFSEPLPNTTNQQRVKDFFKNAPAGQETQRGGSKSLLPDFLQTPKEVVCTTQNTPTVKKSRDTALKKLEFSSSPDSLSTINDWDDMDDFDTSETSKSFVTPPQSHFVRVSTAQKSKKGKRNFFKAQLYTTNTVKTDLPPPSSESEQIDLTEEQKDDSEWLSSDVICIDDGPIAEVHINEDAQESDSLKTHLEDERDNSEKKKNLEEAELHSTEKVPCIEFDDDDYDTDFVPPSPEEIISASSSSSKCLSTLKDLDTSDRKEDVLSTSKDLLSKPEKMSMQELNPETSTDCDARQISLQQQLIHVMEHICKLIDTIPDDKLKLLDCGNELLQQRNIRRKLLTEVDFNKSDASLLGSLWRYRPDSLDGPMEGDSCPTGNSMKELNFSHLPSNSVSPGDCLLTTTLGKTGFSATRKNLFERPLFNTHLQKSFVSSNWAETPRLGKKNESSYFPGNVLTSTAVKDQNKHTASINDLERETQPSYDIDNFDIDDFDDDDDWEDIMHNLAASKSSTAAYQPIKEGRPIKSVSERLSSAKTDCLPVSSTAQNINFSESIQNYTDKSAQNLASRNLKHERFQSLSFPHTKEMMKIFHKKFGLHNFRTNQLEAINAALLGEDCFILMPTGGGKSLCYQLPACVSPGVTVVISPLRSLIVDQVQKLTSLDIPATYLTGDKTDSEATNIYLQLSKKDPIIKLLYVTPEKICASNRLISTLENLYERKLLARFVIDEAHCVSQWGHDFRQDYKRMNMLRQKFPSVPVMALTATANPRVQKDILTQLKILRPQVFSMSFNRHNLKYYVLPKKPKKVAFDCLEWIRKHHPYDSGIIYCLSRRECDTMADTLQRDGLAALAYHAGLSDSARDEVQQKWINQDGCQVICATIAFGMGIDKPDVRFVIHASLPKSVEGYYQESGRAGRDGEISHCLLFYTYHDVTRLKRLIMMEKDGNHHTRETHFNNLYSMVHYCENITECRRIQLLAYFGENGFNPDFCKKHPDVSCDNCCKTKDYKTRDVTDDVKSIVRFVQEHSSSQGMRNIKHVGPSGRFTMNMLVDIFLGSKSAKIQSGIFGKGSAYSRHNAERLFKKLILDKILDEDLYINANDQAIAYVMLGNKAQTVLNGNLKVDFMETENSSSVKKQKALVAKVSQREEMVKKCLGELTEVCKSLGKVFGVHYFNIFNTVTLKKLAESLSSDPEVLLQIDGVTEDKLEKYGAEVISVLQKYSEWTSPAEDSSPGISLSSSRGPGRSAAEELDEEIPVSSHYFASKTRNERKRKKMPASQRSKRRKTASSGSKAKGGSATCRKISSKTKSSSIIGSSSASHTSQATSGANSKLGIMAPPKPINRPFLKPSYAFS
POLB inh – qHTS Assay for Inhibitors of DNA Polymerase Beta | P06746 | Pol beta primer extension/strand displacement, fluorescence kinetic | Potency, µM (highest dose often 114 µM), for inactives: top-dose activity change, negative = inhibition, actives largely listed as inhibitors | hit rate 1.3% among 340,000; further: potency means the concentration at half of the fitted maximal effect; on the % scale 0 is the no-effect control and ±100 the full control effect
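Human Pol beta at 10 nM; strand-displacement substrate 50 nM final. Compound exposure 15 min at room temperature before start, reaction 10 min at room temperature.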
APE1 inh – qHTS Assay for Inhibitors of the Human Apurinic/apyrimidinic Endonuclease 1 (APE1). hit rate 0.35% among 350,000. recombinant APE1, TAMRA/BHQ-2 abasic DNA cleavage fluorescence. DNA repair nuclease/redox regulator APEX1 (Homo sapiens), P27695. AID 2517, 2012. Potency, µM (top dose mostly 65.8 µM), for the others: at the highest dose activity change, negative = inhibition, most hits filed as inhibitors;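 further: potency means the concentration at half of the fitted maximal effect; plate controls were vehicle for no effect and reference inhibitor for full effect; nearly all actives have a fitted effect of over 55% in size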
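Step 1: APE1 (0.75 nM) with compound, 15 min RT. Step 2: add 50 nM fluorophore/quencher THF duplex. Step 3: three fluorescence reads 60 s apart (525/598 nm); read 3 minus read 1 = reaction progress.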
ERG-DNA inh – qHTS for Small Molecule Inhibitors of the ERG Ets/DNA interaction | Transcriptional regulator ERG (Homo sapiens), P11308 | fluorescence polarization, His-ERG Ets domain / labelled DNA | Potency, µM (titrated, usually from 76.9 µM), for the others: at the highest dose FP activity, negative = inhibition, most hits filed as inhibitors | hit rate 0.028% among 370,000 | AID 624246, 2012; active means well fitted inhibition curve with a large enough effect in the polarisation, with a control signal flat; inconclusive means small, poorly fitted or top-dose-only effect, or effect the other way, or a change in a side signal; inactive means no such curve, though single readings can be large or run the other way; the % refers to the polarisation;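 further: polarization taken with two DNA probes labelled with fluorescein and Texas red; potency means the concentration at half of the fitted maximal effect; % of control where 0% means no effect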
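His-tagged ERG Ets domain (1 uM in the protein solution; 300mM KCl, 50mM Tris-HCl, 1mM EDTA, 1mM DTT, pH 7.5) received compound, then a probe mix of 5 nM fluorescein-DNA and 100nM Texas-615-DNA. Fluorescence polarization was read for both dyes.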
ALOX12 inh – Primary qHTS assay for inhibitors of human arachidonate 12S-lipoxygenase (ALOX12): Round 2. Polyunsaturated fatty acid lipoxygenase ALOX12 (Homo sapiens), P18054. purified 12hLO, xylenol orange hydroperoxide absorbance. Potency, µM (highest dose often 108 µM), for inactives: at the highest dose activity change, negative = inhibition, hits mostly inhibitors. hit rate 1.1% among 580,000. AID 1671190, 2021; further: potency means the concentration at half of the fitted maximal effect; on the % scale 0 is the no-effect control and ±100 the full control effect
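Purified human 12hLO (150 nM final) in 25 mM Hepes, 0.01% Triton X-100, pH 7.0 was preincubated 15 min at room temperature with compound. Then 40 uM arachidonic acid was added, 30 min. Hydroperoxide was read by Fe-XO absorbance ratio 573/405 nm.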
TRHR agonist – qHTS for Small Molecule Agonists and Allosteric Enhancers of Human TRH Receptor: Primary Screen for Agonists; Thyrotropin-releasing hormone receptor (Homo sapiens), P34981; TRHR cells, calcium flux fluo-8, FDSS agonist mode; activation, % at 2 µM; hit rate 0.18% among 360,000; AID 493084, 2011; in the data active means activation above about 30%; further: 0% is about no effect
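Fluo-8-loaded TRHR cells; 10 s baseline, compound added, kinetic Ca2+ fluorescence read 1/s, agonist mode.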
* = called active by the depositor; i = inactive; u = inconclusive; x = no result given; [ ] = another dose, or the depositor's remark. Unless noted, the call rests on the fitted dose curve; in most records, active means well fitted curve in the direction sought with a large enough effect; inconclusive means small, poorly fitted or top-dose-only effect, or another doubt; inactive means no such curve, though single readings can be large; an effect the other way counts as inactive or inconclusive. The list is partial; rates above refer to the full screens.

Under each structure – Pol kappa inh	Apoferritin bind	POLI inh	BLM helicase inh	POLB inh	APE1 inh	ERG-DNA inh	ALOX12 inh	TRHR agonist
COC(=O)c1c(-c2ccc(C)cc2)csc1NC(=O)c1c(-c2ccccc2)noc1C
→ x	-14.8%	x	0.3%	7.9%	1.2%	x	-17.3%	0.3
Cc1ccccc1OCC(=O)OCC(=O)N1CCc2ccccc21
→ -13.3%	x	12.8%	x	x	-1.2%	-5.8%	1.1%	-0.3
O=C(CNC(=O)c1cccs1)NCC(=O)OCc1c(Cl)cccc1Cl
→ -2.7%	-21.5%	-2.3%	-0.8%	25.3%	9.5%	x	14.6%	-1.1
CCNc1ncc2nc(C)c(=O)n(C3CC3)c2n1
→ 0.3%[60.1 µM]	x	x	-4.1%	x	1.9%	x	u	x
CC(Oc1ccccc1)C(=O)NNC(=O)c1ccccn1 (configuration not stated)
→ -3.7%	7.5%	8.4%	6.2%	34.1%	-1.4%	x	-8.1%	0.2
COc1cc(C(=O)NCc2ccc(S(N)(=O)=O)cc2)ccc1OCC(=O)Nc1cccc(C(F)(F)F)c1
→ -8.5%	x	u	x	x	-13.0%	11.8%	-16.5%	0.5
CC(CN(C)Cc1ccccc1)OC(=O)c1cccs1 (configuration not stated)
→ -4.0%	-14.0%	8.0%	-8.4%	11.7%	-8.4%	7.2%	u	-0.4
N=c1c(S(=O)(=O)c2ccc(Cl)cc2)cc2c(=O)n3ccccc3nc2n1Cc1ccco1
→ 8.5%	122.6%[activator]	u	-10.7%	8.91µM*	-7.0%	15.3%	u	-1.8
Cc1ccccc1C(=O)/C=C1\NC(=O)CS1
→ -3.0%	u	4.1%	9.3%	3.4%	-0.4%	11.1%	-25.0%	-0.7
CC(=O)N(c1ccccc1)C1CC(C)N(C(=O)c2ccccc2)c2ccccc21 (configuration not stated)
→ 3.9%	u	116.4%[activator]	0.9%	-2.2%	-3.7%	1.5%	3.8%	-0.1
CCOC(=O)Cc1csc(NC(=O)c2ccc3ccccc3n2)n1
→ 3.6%	-6.0%	28.0%	-0.4%	-1.6%	8.2%	-22.7%	-6.3%	-0.6
C(=C\c1ccc(/C=C/c2ccccc2)nn1)/c1ccccc1
→ x	-3.0%	x	-2.9%	62.6%	-3.2%	x	x	0.5
CC(C)=CCN1CCN(CCC2=C(C)CCCC2(C)C)CC1CCO (configuration not stated)
→ 3.9%[60.1 µM]	-9.4%	0.2%	-3.1%	10.4%	-0.5%	2.4%	u	1.1
COc1ccc(N2C(C(C)=O)=NN(c3ccccc3)C2c2cccs2)cc1 (configuration not stated)
→ x	3.7%	x	-8.6%	-27.3%	-0.5%	x	-8.9%	1.0
CCc1cc(=O)[nH]c(SCC(=O)NCc2ccc3c(c2)OCO3)n1
→ -4.9%	x	7.5%	x	x	2.6%	-5.1%	u	0.1

Part of the list above, limited to APE1 inh.
| Compound | APE1 inh |
| --- | --- |
| C(=C\c1ccc(/C=C/c2ccccc2)nn1)/c1ccccc1 | -3.2% |
| CC(C)=CCN1CCN(CCC2=C(C)CCCC2(C)C)CC1CCO (configuration not stated) | -0.5% |

(further entries)
Under each structure – Pol kappa inh	Apoferritin bind	POLI inh	BLM helicase inh	POLB inh	APE1 inh	ERG-DNA inh	ALOX12 inh	TRHR agonist
CC(CC(=O)O)CC(=O)Nc1ccc(Br)cc1 (configuration not stated)
→ -0.4%	2.1%	53.0%[activator]	-1.4%	1.2%	1.2%	1.0%	44.8%	0.6
C/C(=N\NC(=O)c1ccc2nc[nH]c2c1)c1ccc([N+](=O)[O-])cc1
→ x	-15.2%	x	5.4%	1.9%	3.5%	x	x	-0.6
CCOc1ccccc1NC(=O)Cn1c(=O)n(C(C)C)c(=O)c2oc3ccccc3c21
→ 0.2%	-4.3%	-2.1%	5.3%	6.5%	x	-3.6%	-7.1%	-0.1
O=C1/C(=C/c2ccccc2)NC(=S)N1C(c1ccccc1)c1ccccc1
→ 0.3%	u	-13.2%	-14.1%	-18.8%	0.2%	-2.9%	70.2%[activator]	-0.5
COc1ccc(O)c(-c2[nH]ncc2C(=O)c2ccccc2C)c1
→ -18.6%	u	-1.6%	-1.9%	0.6%	-6.7%	-10.6%	i	-0.1
CC1CCN(S(=O)(=O)c2ccc(C(=O)NC3CCS(=O)(=O)C3)cc2)CC1 (configuration not stated)
→ -1.9%	x	29.1%	x	x	-0.5%	-17.4%	-20.2%	0.1
COc1ccc(CNC(=O)Cc2coc3ccc(C)cc23)cc1
→ 1.5%	-7.7%	-2.4%	-6.4%	1.1%	x	1.4%	u	-1.2
O=C(Nc1c(F)cc(F)cc1Br)c1cccnc1
→ -7.7%	4.9%	31.3%[activator]	-0.7%	1.0%	-0.8%	-6.6%	13.0%	0.0
C=CCSc1nnc(-c2c[nH]c3ccccc23)n1CC
→ 0.5%	u	32.8%[activator]	-3.0%	10.4%	0.2%	1.7%	6.3%[57.4 µM]	0.0
CN1CCN(C(=O)NC2CCCN2S(=O)(=O)c2ccc(Cl)cc2)CC1 (configuration not stated)
→ -1.4%	-5.2%	21.2%	-1.6%	3.4%	-3.6%	11.8%	0.0%	-0.1
O=c1c2ccccc2nc2sc3ccccc3n12
→ -5.7%	-2.3%	5.3%	-8.8%	12.3%	-1.4%	-1.2%	167.4%[activator]	0.1
COc1ccc(C(=O)NNC(=O)CSc2nc(C(C)C)nc3ccccc23)cc1
→ -4.7%	-13.7%	60.1%[activator]	-4.1%	16.5%	17.5%	-0.2%	21.1%	-1.0
CN(C)c1ccc(-c2cncnc2Nc2ccccc2)cc1
→ -3.5%[60.1 µM]	x	x	-2.2%	x	7.1%	x	u	x
CN(C(=O)CSc1nnc(C2CC2)n1C1CC1)C1(C#N)CCCCC1
→ -4.2%	x	20.6%	x	x	25.1%	x	0.0%	0.1
CCN1C[C@@H]2[C@@H]3C(=O)N(C)C(=O)[C@@H]3[C@](Cc3ccccc3)(C1=O)N2C(=O)c1ccc(C(C)(C)C)cc1
→ -1.9%	x	32.4%	x	x	x	12.9%	-2.7%	x
O=C(Nc1ccc(-n2ccnc2P(=O)(O)c2ccccc2)cc1)c1ccccc1Cl
→ -4.5%	-4.5%	-3.8%	-1.7%	27.3%	13.1%	6.9%	-32.0%	0.4
COC(=O)C(O)(CC(=O)Nc1ccc(Cl)cc1Cl)C(F)(F)F (configuration not stated)
→ -3.4%	6.1%	16.5%	-9.9%	9.3%	-2.7%	x	16.7%	0.1
CC(C)N(C(=O)COC(=O)Cn1cnc2ccccc21)c1ccccc1
→ 0.2%	x	93.4%[activator]	x	x	18.7%	-5.1%	-3.4%	0.0
CCCOc1ccc(C2C(=O)N(C3CCCCCC3)CC(=O)N2Cc2ccc(OC)cc2)cc1OC (configuration not stated)
→ -7.4%[60.1 µM]	9.2%	-10.4%	-5.7%	8.8%	x	-1.6%	-20.1%	-0.7
O=C1c2cccnc2C(=O)N1Cc1ccccc1
→ 3.5%	-4.0%	16.8%	-0.5%	55.3%	-0.9%	1.5%	u	0.5
COC(=O)C1=NNC2C(=O)N(C3CCCCC3)C(=O)C12 (configuration not stated)
→ -1.7%	-5.5%	-10.3%	-3.2%	7.3%	-3.3%	-5.9%	0.2%	0.1
CCOC(=O)C1CCCN(C(=O)c2cccc(N3C(=O)c4ccccc4C3=O)c2)C1 (configuration not stated)
→ 9.6%	x	51.0%	x	x	-12.4%	-4.2%	185.4%[activator]	0.3
Cc1cc(C)c2c(n1)nn1c(C)c(CCC(=O)NCc3ccc(Cl)cc3)c(C)nc21
→ 2.6%	50.8%[activator]	-14.4%	0.6%	16.5%	x	-7.3%	-12.4%	-1.1
O=C(NCc1ccc(Cl)cc1)c1csc(-c2cccnc2)n1
→ -7.5%	1.2%	-9.1%	-0.1%	19.9%	3.8%	-0.8%	164.9%[activator]	0.0
Cc1nc2scc(C)n2c(=O)c1S(=O)(=O)N1CCN(c2ccccc2F)CC1
→ -2.5%	-20.3%	32.8%	-2.4%	-0.2%	-1.3%	20.7%	-8.3%	-0.1
COc1cc2nc(C3CC3)n(NC(=O)c3ccc(Cl)cc3)c(=O)c2cc1OC
→ -7.1%	-17.8%	-1.1%	-0.9%	20.3%	-0.6%	-2.8%	-24.7%	-0.3
CSc1ccccc1NC(=O)CN(C1CCCCC1)S(C)(=O)=O
→ -3.9%	-22.3%	12.3%	-2.9%	-16.7%	8.2%	2.2%	0.0%	-0.4
C/C(NCCN1CCOCC1)=C(\C#N)C(N)=O
→ 7.2%	-2.3%	10.4%	-11.3%	52.0%	-10.9%	0.3%	-10.9%	0.6
CC(C)CC(=O)NC(=S)Nc1ccc(N2CCOCC2)cc1
→ 3.4%	-9.1%	-12.0%	-1.7%	1.5%	-3.3%	-0.5%	-13.7%	0.5
Cc1c(C(=O)NC2CC2)oc2ccc(S(=O)(=O)N3CCCCCC3)cc12
→ -5.0%	u	0.2%	-4.1%	19.0%	2.1%	5.2%	0.0%	-0.5
